# Screening results (PubChem)
# MPTP block = permeability transition pore inhibition | inhibition, % at 10 µM | AID 602449 | 1.4% of 360,000 active | isolated mouse mitochondria, Ca2+ swelling absorbance, 30 min;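 active = inhibition of 50% or more, scaled per plate between neutral and stimulator controls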;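 note: 0% = DMSO wells given calcium and 100% = 1 mM EGTA wells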
# SENP8 inh = blocks human SENP8 cleavage of Nedd8 substrate. inhibition, % at 20 µM. recombinant SENP8, Nedd8 substrate fluorescence. AID 602440. Q96LD8. 0.64% of 360,000 active; in the data active = inhibition mostly above about 40%, no sharp cut-off; inactive = mostly below about 27%
# Target sequence (Q96LD8 whole entry, looked up): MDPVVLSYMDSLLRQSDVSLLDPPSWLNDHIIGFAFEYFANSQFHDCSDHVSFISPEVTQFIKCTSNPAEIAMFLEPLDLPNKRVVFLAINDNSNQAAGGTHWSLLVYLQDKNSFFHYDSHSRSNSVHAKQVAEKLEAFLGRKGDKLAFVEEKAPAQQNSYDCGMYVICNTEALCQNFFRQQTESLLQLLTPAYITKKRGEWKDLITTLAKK
# ATG4B inhibitor = ATG4B (human) cysteine protease inhibition; 0.51% of 340,000 active; Q9Y4P1; ATG4B cleavage of LC3-PLA2, NBD-HPC fluorescence, 1 h; inhibition, % at 8.33 µM; in the data active = inhibition above about 40%
# Target sequence (Q9Y4P1 whole entry, looked up): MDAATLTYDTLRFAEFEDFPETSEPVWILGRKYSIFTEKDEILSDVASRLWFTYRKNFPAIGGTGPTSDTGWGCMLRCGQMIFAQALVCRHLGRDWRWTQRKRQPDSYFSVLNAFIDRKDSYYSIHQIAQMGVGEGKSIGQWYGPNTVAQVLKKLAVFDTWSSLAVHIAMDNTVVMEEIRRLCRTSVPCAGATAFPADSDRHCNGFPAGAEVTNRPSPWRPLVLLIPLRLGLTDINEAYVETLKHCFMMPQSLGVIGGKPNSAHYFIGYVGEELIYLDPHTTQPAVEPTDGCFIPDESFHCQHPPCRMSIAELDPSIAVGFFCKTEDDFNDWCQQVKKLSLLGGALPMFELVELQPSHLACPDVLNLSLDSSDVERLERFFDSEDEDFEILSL
# NR3A LBD binder = modulates the human NR3A ligand-binding domain; 2.5% of 340,000 active; NR3A LBD differential scanning fluorimetry, Tm shift; 0% = protein alone, 100% = glycine-bound protein; Tm shift relative to glycine control, % at 25 µM;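 active = melting temperature shift of at least 10% of the positive control shift, at one fixed dose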
# SENP7 block = inhibitors of human SENP7 protease | Q9BQF6 | recombinant SENP7, Z-RLRGG-aminoluciferin luminescence, 40 min | inhibition, % at 5 µM | 1.5% of 330,000 active | AID 434973;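 active = inhibition above about 50% at the single test dose, limit read from the data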;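 note: plate controls were DMSO with enzyme for no effect and no enzyme buffer wells for full effect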
# Target sequence (Q9BQF6 706-1050 limits assumed): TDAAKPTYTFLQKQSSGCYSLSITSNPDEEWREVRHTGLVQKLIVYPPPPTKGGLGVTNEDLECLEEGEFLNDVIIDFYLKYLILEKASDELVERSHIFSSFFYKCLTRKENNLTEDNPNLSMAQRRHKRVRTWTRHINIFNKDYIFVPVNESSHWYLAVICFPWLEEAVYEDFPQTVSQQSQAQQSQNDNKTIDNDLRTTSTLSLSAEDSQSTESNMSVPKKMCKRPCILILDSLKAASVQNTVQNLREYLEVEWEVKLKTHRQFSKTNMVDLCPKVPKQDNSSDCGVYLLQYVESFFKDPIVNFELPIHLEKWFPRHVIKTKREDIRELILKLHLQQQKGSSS
# PfG6PD inh = PfG6PD (Plasmodium falciparum) enzyme inhibition. PfGluPho enzyme, NADPH resazurin-diaphorase fluorescence. inhibition, % at 20 µM. 0.78% of 350,000 active;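 active = inhibition reaching at least a set limit at 20 µM in the primary screen, cut at about 59% in these data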;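 note: 0% = DMSO wells with substrate and 100% = DMSO wells lacking glucose-6-phosphate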
# HKDC1 inh = HKDC1 (human) hexokinase inhibition; Q2TB90; recombinant HKDC1, G6PDH/diaphorase resazurin coupled fluorescence; inhibition, % at 20 µM; 0.16% of 340,000 active;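 active = inhibition above about 35% when tested at 20 µM, limit read from the data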;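 note: plate controls were DMSO wells with enzyme for no effect and DMSO wells lacking enzyme for full effect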
#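 Test system: recombinant HKDC1 (HK5) hexokinase enzyme, produced in-house / Doses: 20 µM test compound, 1% DMSO / Timing: 90 min, room temperature / Detection: G6PDH/diaphorase-coupled fluorescence, 1 mM NADP, 100 µM resazurin, 525/613 nm / Control set: DMSO wells with and without enzyme mix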
# SENP6 inh = blocks the human protease SENP6. Q9GZR1. Recombinant SENP6 catalytic domain, aminoluciferin luminescence. inhibition, % at 10 µM. 1.8% of 330,000 active;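 active = inhibition above about 50% at the single tested dose, limit read from the data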;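 note: plate controls were DMSO wells with enzyme for no effect and DMSO wells lacking enzyme for full effect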
# Numbers without * were called inactive; . = not tested or not shown. Hits appear at their usual frequency; overall some 6.9% were active at least once.
molecule	HKDC1 inh	NR3A LBD binder	SENP6 inh	PfG6PD inh	SENP7 block	SENP8 inh	ATG4B inhibitor	MPTP block
C=CCn1c(SCC(=O)N(CC)C2CCS(=O)(=O)C2)nc2cc(C(=O)O)ccc2c1=O (stereo unspecified)	-5.4	0.1	-6.9	-38.9	-3.2	-46.9	1.1	-0.5
CCN1CCN(C(=O)C23CCC(C)(C(=O)C2Br)C3(C)C)CC1 (stereo unspecified)	-2.2	0.9	-9.7	-7.3	-2.3	10.2	2.2	1.1
COc1ccc(NC(=O)C2CCCO2)cc1 (stereo unspecified)	0.3	-1.7	-4.8	-17.0	6.0	18.0	8.1	-1.2
O=C(c1cc(C(=O)N2CCN(c3ccc(F)cc3)CC2)cc([N+](=O)[O-])c1)N1CCN(c2ccc(F)cc2)CC1	-6.8	-2.2	3.8	3.0	2.1	15.1	-1.0	1.2
Cc1ccc(-c2nc(NC(=O)c3nn(C)cc3[N+](=O)[O-])sc2C)cc1C	-5.4	-2.5	-7.8	-12.0	-4.3	19.5	12.1	-1.6
COc1ccccc1C/C(N)=N/OC(=O)COc1cccc2ccccc12	9.9	0.5	-15.0	19.8	7.3	15.1	4.1	1.0
COc1cccc(CNC(=O)N2CCN(S(=O)(=O)c3ccc(Cl)cc3)CC2)c1	-0.8	1.3	-22.2	4.5	-2.5	8.0	-14.5	-0.8
COc1ccc(C)cc1N(CC(=O)N1CCc2ccccc2C1)S(C)(=O)=O	-8.3	0.2	-4.9	2.6	1.7	8.9	-10.6	-0.1
O=C(CCn1[nH]c(=O)c2ccccc2c1=O)N1CCOCC1	-10.4	-0.6	-12.2	-18.3	-6.1	-2.0	-3.6	-0.8
COc1ccc(Cl)cc1NC(=O)CN(C)C(C)C(=O)NCC1CCCCC1 (stereo unspecified)	-3.9	-1.9	-9.0	13.8	-2.4	15.7	-5.6	6.1
C/C(=N\NC(=O)c1ccccc1)c1ccc2c(c1)OCO2	-5.1	1.0	-8.2	-1.1	-4.4	2.4	-10.4	-1.9
Cc1cc2c(cc1S(=O)(=O)N1CCN(c3cccc(C)c3C)CC1)OCCN2C	-0.2	1.7	2.4	-1.5	-6.2	-34.6	-0.8	0.8
CCC(CO)Oc1cc(NCc2ccc(OC)cc2)c2ncn(C(C)C)c2c1 (stereo unspecified)	4.4	1.4	-3.8	20.1	4.7	14.9	-9.2	-1.4
O=C(CN1C(=O)NC2(CCCC2)C1=O)Nc1cccc(Cl)c1	0.9	-1.6	-6.2	-10.2	8.0	8.3	-10.4	-0.6
COc1ccc(CNC(=O)CN(C(=O)c2snc(C(N)=O)c2N)c2ccc(OC)c(OC)c2)cc1	1.0	-1.9	-6.1	-22.4	7.0	-81.5	8.8	0.7
COc1ccc(CC(=O)Nc2nnc(CC(C)C)s2)cc1S(=O)(=O)N1CCOCC1	-3.1	-2.4	-9.4	-3.5	-2.2	-1.0	-7.0	0.4
O=C(Cc1ccc(F)cc1)NC1CCS(=O)(=O)C1 (stereo unspecified)	-4.0	0.6	-23.5	5.8	1.4	10.4	14.9	-2.3
Cc1ccc(S(=O)(=O)NCC(c2ccccc2)N2CCCCC2)cc1 (stereo unspecified)	-1.1	-0.2	-2.2	-3.0	0.9	20.1	-0.8	0.6
CCOC(=O)C1CCCN(c2c(NCCCN3CCCC(C)C3)c(=O)c2=O)C1 (stereo unspecified)	0.0	0.6	-4.0	-13.4	-2.3	8.7	1.9	-1.0
O=C1CC(c2nc3ccccc3[nH]2)CN1Cc1ccccc1 (stereo unspecified)	-5.2	0.3	-9.3	0.8	-5.1	9.7	-14.2	0.1
O=C1CC(N2CCN(c3ccc(S(=O)(=O)N4CCOCC4)cc3)CC2)C(=O)N1Cc1ccccc1 (stereo unspecified)	-4.7	-6.5	-20.3	-3.9	0.0	21.9	-7.1	-0.3
COc1ccc2nc(N)sc2c1	10.5	-3.0	-1.9	-15.3	1.8	1.8	21.6	11.8
CCN1C(=NCc2ccc(OC)cc2)N[C@@H](c2ccccc2)[C@H](C(=O)OC)[C@H]1C	-1.6	-2.1	1.8	3.4	-0.2	19.7	-4.7	-0.2
Cc1ccc[n+](Cc2ccc([N+](=O)[O-])cc2)c1	-8.3	3.5	-11.6	-4.7	-5.7	1.4	-5.6	-2.1
Cc1ccc(-c2nn(-c3ccccc3)cc2/C=N/NS(=O)(=O)c2ccccc2)cc1	1.1	23.7*	-6.5	-4.2	-13.7	19.9	4.7	8.4
O=C(N/N=C/c1ccc(Cl)cc1)C(=O)N1CCCCCC1	-2.4	-0.9	-3.7	1.1	1.0	4.6	-6.1	-1.2
O=C(O)Cn1c(=O)c2c3c(sc2n(Cc2ccc(Cl)cc2Cl)c1=O)CCCC3	6.8	-6.0	.	4.4	.	7.8	15.7	1.0
Fc1ccc(CNC(=S)Nc2ccc(Cl)cc2Cl)cc1	-7.6	-9.1	-0.7	-11.3	-1.0	16.3	23.3	100.1*
CC(C)NC(=O)c1cc(-c2ccc3c(c2)OCO3)on1	0.6	-1.6	-15.9	-10.0	-11.8	-24.7	9.2	1.5
CNC(=O)C1CC(=O)N(Cc2ccc3c(c2)OCO3)C(=Nc2ccc(F)cc2)S1 (stereo unspecified)	-8.3	-2.5	-37.7	4.5	0.6	18.6	7.2	0.4
CCOc1cc(/C=C2\SC(=O)N(c3ccc(O)cc3)C2=O)ccc1O	5.5	0.3	-141.5	-41.5	2.6	-80.9	1.2	12.5
O=C(Nc1ccc([N+](=O)[O-])cc1)C1C(c2ccccc2)=C1c1ccccc1	-7.8	-4.6	-19.1	15.0	0.6	11.8	4.2	21.2
C=CC[C@]12CCc3ccccc3C1N(c1ccc(C(=O)OCC)cc1)C2=O (stereo partly specified)	-0.3	2.5	-9.7	11.5	-8.1	4.6	5.7	1.0
CC/C(=N\NC(=O)CSCc1ccc(Cl)cc1)c1ccc2c(c1)OCCO2	0.1	-4.6	-4.2	0.8	-0.1	27.1	-11.8	0.2
CC1=C(C(=O)Nc2ccccc2)C(c2ccncc2)C(C#N)=C(SCC(=O)Nc2ccccc2)N1 (stereo unspecified)	0.7	-8.6	14.5	-11.2	4.0	16.4	-13.9	0.8
COc1ccc(Nc2ncnc3sc(-c4ccccc4)cc23)cc1OC	16.9	12.6*	-7.8	4.1	-9.1	-349.8	-0.3	18.1

# Two compounds picked at random from those above, as already listed:
molecule	HKDC1 inh	NR3A LBD binder	SENP6 inh	PfG6PD inh	SENP7 block	SENP8 inh	ATG4B inhibitor	MPTP block
CC(C)NC(=O)c1cc(-c2ccc3c(c2)OCO3)on1	0.6	-1.6	-15.9	-10.0	-11.8	-24.7	9.2	1.5
O=C(Nc1ccc([N+](=O)[O-])cc1)C1C(c2ccccc2)=C1c1ccccc1	-7.8	-4.6	-19.1	15.0	0.6	11.8	4.2	21.2

# Next structures follow.
molecule	HKDC1 inh	NR3A LBD binder	SENP6 inh	PfG6PD inh	SENP7 block	SENP8 inh	ATG4B inhibitor	MPTP block
COc1ccc(S(=O)(=O)NN(C)c2nc(C(F)(F)F)nc3ccccc23)cc1	-2.8	-33.6	-7.9	-10.1	6.2	20.2	-11.5	5.7
CC1=C(C(=O)Nc2cccc(C(=O)NC3CCCC(C)C3C)c2)SCCO1 (stereo unspecified)	1.8	0.1	7.2	16.1	-0.1	7.2	1.2	-1.1
Nc1cc(=O)nc(SCC(=O)Nc2ccccc2)n1-c1ccccc1	-8.3	0.8	-8.5	-1.1	3.0	8.3	3.7	3.1
CC(=O)c1cc(C#N)c(NCc2ccccc2)nc1C	1.8	-1.9	1.7	-17.1	-5.9	13.9	5.1	2.8
COc1ccc(CC(=O)N2CCN(c3ccccn3)CC2)cc1	2.4	1.5	-10.7	9.0	-1.1	-16.9	-10.2	-4.9
Cc1ccc2nc(CSc3nnc4ccccn34)cc(=O)n2c1	-7.0	-4.2	-6.0	-3.7	-4.6	-25.2	-3.1	3.4
Cn1c(-c2ccc(Br)o2)nc2cc(Br)ccc21	-7.3	12.5*	95.5*	43.2	83.5*	-32.9	-10.8	63.5*
N#C/C(=C/c1ccc(-c2ccc(C(=O)O)c(Cl)c2)o1)C(=O)NCC1CCCO1 (stereo unspecified)	-0.3	-3.1	.	-18.2	.	-126.9	7.5	-2.6
Cc1cc(C)c(C#N)c(SCC(=O)OC2CCCCC2)n1	0.3	0.3	2.5	-21.9	-5.3	12.5	0.5	0.2
Cc1cccc(NC(=O)c2ccc(OCc3c(C)noc3C)cc2)n1	-3.9	2.8	-11.0	4.4	-1.6	4.8	-0.3	0.7
CC(C)(C)c1ccc(C(=O)N/C(=C\c2cccc([N+](=O)[O-])c2)C(=O)Nc2cccc(C(=O)O)c2)cc1	1.6	-3.6	-3.7	-31.9	-1.9	10.0	14.8	-1.1
COC(=O)c1ccc(C(=O)N(Cc2ccccc2)c2ccccc2)cc1	1.6	0.1	-7.2	-18.4	-4.2	1.2	8.0	1.1

# Marked active in SENP7 block, among the entries above:
Molecule,HKDC1 inh,NR3A LBD binder,SENP6 inh,PfG6PD inh,SENP7 block,ATG4B inhibitor,MPTP block
Cn1c(-c2ccc(Br)o2)nc2cc(Br)ccc21,-7.3,12.5*,95.5*,43.2,83.5*,-10.8,63.5*

# The listing continues:
molecule	HKDC1 inh	NR3A LBD binder	SENP6 inh	PfG6PD inh	SENP7 block	SENP8 inh	ATG4B inhibitor	MPTP block
COc1ccc(C(C(=O)NC(C)(C)C)N(CCC(C)C)C(=O)CCC(=O)Nc2cc(C)on2)cc1 (stereo unspecified)	-5.0	-2.2	-0.4	6.0	2.9	18.6	-3.6	1.2
O=C(/C=C/c1ccc(-c2ccccc2[N+](=O)[O-])o1)c1ccc(Br)cc1	15.8	3.5	9.1	16.2	-3.3	22.1	9.3	0.3
Cc1ccc(C(=O)Nc2nnc(-c3ccc(C(C)(C)C)cc3)s2)cc1	-1.6	10.2*	0.1	-1.9	3.4	-244.5	-1.3	-1.2
CCOc1cc(N2CCOCC2)c(OCC)cc1NC(=O)C1CCCC1	-1.6	0.2	-8.8	-4.3	-13.4	19.4	-6.6	-0.4
CC(C)(C)CN1C(N)=NC[C@@H]1Cc1ccccc1	-4.4	-2.2	2.0	0.1	-2.5	10.6	-5.9	1.3
O=S(=O)(c1ccccc1Br)N(CC(O)COCc1ccccc1)C1CC1 (stereo unspecified)	4.7	0.2	.	12.5	5.7	0.9	.	0.7
CCCNC(=O)c1ccc(OC)cc1OC	-0.8	0.7	17.5	1.4	8.6	14.4	-11.8	-1.9
CC(=O)N1c2ccc(S(=O)(=O)N(C)Cc3ccco3)cc2CC1C (stereo unspecified)	-4.5	-2.6	-14.3	-9.5	16.6	14.0	5.8	-1.5
O=C(CSc1ccc(-c2cccc([N+](=O)[O-])c2)nn1)NC1CCCC1	-4.0	-0.6	-19.1	0.0	0.9	22.2	5.1	1.2
CCc1cccc(C)c1N1C(=O)CN(Cc2ccccc2)C1=S	-4.0	-2.5	-8.8	8.1	1.0	8.3	88.4*	-0.5
COc1cc(CNC2CCCC2)cc(OC)c1	-8.4	-0.1	-4.8	-10.3	4.3	20.9	4.4	0.4
Cc1nc2ccccn2c1/C(O)=C1\C(=O)C(=O)N(CCN2CCOCC2)C1c1ccncc1 (stereo unspecified)	2.2	0.8	-3.7	-7.8	6.4	35.4	-5.3	-2.0

# Record cards (already shown). Order of values: HKDC1 inh, NR3A LBD binder, SENP6 inh, PfG6PD inh, SENP7 block, SENP8 inh, ATG4B inhibitor, MPTP block
# Profile of O=C(CSc1ccc(-c2cccc([N+](=O)[O-])c2)nn1)NC1CCCC1 = -4.0, -0.6, -19.1, 0.0, 0.9, 22.2, 5.1, 1.2
# Profile of CC(=O)N1c2ccc(S(=O)(=O)N(C)Cc3ccco3)cc2CC1C (stereo unspecified) = -4.5, -2.6, -14.3, -9.5, 16.6, 14.0, 5.8, -1.5
# Profile of CC(C)(C)CN1C(N)=NC[C@@H]1Cc1ccccc1 = -4.4, -2.2, 2.0, 0.1, -2.5, 10.6, -5.9, 1.3
